GLP-1R inv ag: acts as inverse agonist at human GLP-1 receptor | 410,000 compounds, 1.6% hits | HEK293 GLP-1R CRE-luciferase, luminescence, 24 h; GLP-1R form is constitutively active | Potency, µM (doses to about 38.3 µM), for the others: top-dose activity change, negative = inhibition, actives largely listed as inhibitors; further: on the % scale 0 is the no-effect control and ±100 the full control effect; nearly all actives have a fitted effect of over 55% in size
Target sequence (P43220 whole entry, looked up): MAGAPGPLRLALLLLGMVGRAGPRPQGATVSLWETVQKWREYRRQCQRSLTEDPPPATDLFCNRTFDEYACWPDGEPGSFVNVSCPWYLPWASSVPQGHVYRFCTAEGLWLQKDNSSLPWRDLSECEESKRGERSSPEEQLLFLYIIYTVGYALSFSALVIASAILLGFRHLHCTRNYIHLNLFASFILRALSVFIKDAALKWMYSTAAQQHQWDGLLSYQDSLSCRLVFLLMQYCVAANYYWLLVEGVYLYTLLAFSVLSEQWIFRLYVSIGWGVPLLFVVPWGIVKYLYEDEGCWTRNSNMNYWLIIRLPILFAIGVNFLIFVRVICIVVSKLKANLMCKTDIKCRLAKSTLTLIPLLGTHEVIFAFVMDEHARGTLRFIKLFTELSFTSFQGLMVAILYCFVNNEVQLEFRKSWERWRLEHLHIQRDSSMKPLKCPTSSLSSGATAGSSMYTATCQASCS
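Constitutively active GLP-1R drives a cAMP-responsive luciferase in stably transfected HEK293 cells; test compounds are added after overnight (12 h) attachment and left 24 hr, and signal loss in luminescence marks inhibition.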
PTHR1 ag: activates the human parathyroid hormone receptor PTHR1. Potency, µM (titrated, usually from 115 µM), for the others: at the top dose activation, hits mostly activators. Q03431. HEK293 GP2 PTHR1 cells, GloSensor cAMP luminescence, 1 h. 410,000 compounds, 0.075% hits; further: nearly all actives have a fitted effect of over 55% in size; some results filed as inactive show a strong effect at the top dose; inactives centre near -15; many of its hits are not listed in these tables
Target sequence (Q03431 whole entry, looked up): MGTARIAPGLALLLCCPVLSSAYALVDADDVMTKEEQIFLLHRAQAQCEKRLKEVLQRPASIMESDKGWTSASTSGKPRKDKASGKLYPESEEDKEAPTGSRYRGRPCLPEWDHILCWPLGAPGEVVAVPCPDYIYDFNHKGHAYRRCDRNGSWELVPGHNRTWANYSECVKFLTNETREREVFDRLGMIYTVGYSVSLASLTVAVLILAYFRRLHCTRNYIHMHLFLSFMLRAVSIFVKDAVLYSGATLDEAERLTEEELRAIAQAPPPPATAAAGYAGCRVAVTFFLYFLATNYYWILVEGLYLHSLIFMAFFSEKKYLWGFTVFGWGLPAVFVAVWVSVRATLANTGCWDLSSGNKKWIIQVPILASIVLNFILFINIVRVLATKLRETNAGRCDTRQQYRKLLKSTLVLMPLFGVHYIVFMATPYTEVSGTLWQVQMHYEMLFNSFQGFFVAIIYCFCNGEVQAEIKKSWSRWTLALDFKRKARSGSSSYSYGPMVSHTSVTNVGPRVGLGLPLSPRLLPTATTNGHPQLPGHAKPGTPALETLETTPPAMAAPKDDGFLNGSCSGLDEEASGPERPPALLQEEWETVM
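HEK-293-derived GP2 cells expressing PTHR1 and a GloSensor cAMP reporter, 3,000/well, plated overnight, given luciferin plus IBMX (each 0.5 mM as added) for 1 h at 37 °C, then compound for 1 h at 37 °C. Luminescence was read after 15 min at room temperature.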
GLP1R cytotox: cytotoxic in the GLP-1 receptor inverse agonist counter-screen; HEK293 cAMP-luciferase reporter cells, luminescence, 24 h; AID 624418; 410,000 compounds, 0.13% hits; Potency, µM (highest dose often 38.3 µM), without a hit: top-dose activity change, negative = inhibition, most hits filed as inhibitors;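 further: loss of luciferase light is scored as toxicity; on the % scale 0 is the no-effect control and ±100 the full control effect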
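Compound-treated cells are incubated 24 hr at 37 deg C under 5% CO2 after a 12 hour attachment period, then luciferase detection reagent is added and luminescence is measured following 12 min at room temperature; lowered signal indicates toxicity.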
Numbers without * were called inactive; i = inactive; ? = inconclusive; · = no result given; [ ] = dose if it differs, or a comment. The call rests on the fitted dose curve; in most records, active means well fitted curve in the direction sought with a large enough effect; inconclusive means small, poorly fitted or top-dose-only effect, or another doubt; inactive means no such curve, though single readings can be large; an effect the other way counts as inactive or inconclusive. Potency means the concentration at half of the fitted maximal effect. The list is partial; the hit share may differ from the screen's.

SMILES | GLP-1R inv ag | PTHR1 ag | GLP1R cytotox
CCOC(=O)c1sc(N2C(=O)c3oc4ccccc4c(=O)c3C2c2ccc(C(C)(C)C)cc2)nc1C (centres undefined) | -2% | i | 0%
Cc1ccc2nc(-c3ccc(O)cc3)c(Nc3ccc(Cl)cc3)n2c1 | ? | -24% | -4%
Cn1cnc2c(=O)oc3ccc(S(=O)(=O)N4CCN(c5cccc(C(F)(F)F)c5)CC4)cc3c21 | 11% | ? | -13%
COc1ccc(N2CCN(C(=O)Cn3nc(Cc4cccnc4)c4ccccc4c3=O)CC2)cc1 | 6% | -35%[inhibitor] | 4%
CCN(C(=O)CSc1nc2ccccc2nc1Cc1ccc(F)cc1)c1cccc(C)c1 | 14% | -4% | 0%
COc1ccc(OC)c(CCNC(=O)Cn2nc(C)n3c(cc4sccc43)c2=O)c1 | 7% | i | -7%
O=C(Cn1cc(SCc2c(F)cccc2Cl)c2ccccc21)N1CCCCC1 | -4% | i | -6%
CSc1ccc(-c2nc3ncccn3c2Nc2ccc(C)c(C)c2)cc1 | 10% | i | 18%
COc1cccc(N2CCN(C(=O)c3cc4c(=O)n(Cc5cccnc5)ccc4nc3C)CC2)c1 | 7% | -24% | -8%
CCn1cc(C(=O)N2CCN(c3ccccc3)CC2)c(=O)c2cc(S(=O)(=O)N(C)C)ccc21 | -9% | i | -3%
Cc1c(C(=O)Nc2ccc(Br)cc2F)sc2ncnc(N(C)C3CCCCC3)c12 | 7% | -13% | 17%
O=C(COc1ccccc1Cl)Nc1nc(-c2ccc(F)cc2)ns1 | -1% | -27% | 1%
COc1ccc(C(=O)NNc2ncnc3c2cnn3-c2ccc(C)cc2C)cc1 | -12% | -16% | 8%
Clc1ccc(CCNC(c2nnc(-c3ccccc3)o2)c2ccccc2Cl)cc1 (centres undefined) | ? | -70%[inhibitor] | 1%
O=C(NCc1cccn1Cc1ccccc1)Nc1cccc(C(F)(F)F)c1 | -30% | -77%[inhibitor] | -11%
N#CC1=C2SCN(C3CCCCC3)CN2C(=O)CC1c1ccc(Br)cc1 (centres undefined) | 13% | -4% | -12%
CCc1ccc(NC(=O)c2ccc3nc(C(C)C)oc3c2)cc1 | ? | -18% | 5%
COc1ccc(N(C)C(=O)C2CCN(S(=O)(=O)c3cc(Br)cc4c3N(C(C)=O)CC4)CC2)cc1 | 10% | -10% | -1%
COc1cc(Nc2ncc3c(n2)CCN(Cc2cc(F)cc(F)c2)C3)cc(OC)c1 | ? | i | -15%
COC(=O)c1cc2occc2n1CC(=O)Nc1cccc(SC)c1 | 3% | i | -10%
COc1ccc(CCNC(=O)Cn2nc(C)n3c(cc4cc(F)ccc43)c2=O)cc1OC | 2% | -1% | 2%
CCN(C(=O)Cn1c(C(=O)OC)cc2sccc21)c1cccc(C)c1 | ? | i | -11%
Cc1cc(C)c(NC(=O)C(C)n2c(=O)cc(-c3ccccc3)c3c(C)nn(C)c32)c(C)c1 (centres undefined) | 16% | i | 3%
CCN(CC)S(=O)(=O)c1ccc(C(=O)NCCSc2c(-c3ccc(F)cc3)[nH]c3ccccc23)cc1 | ? | -11% | -2%
Cc1ccc(NC(=O)CSc2nc3ccccc3c3nc(CCn4c(C)nc5ccccc54)nn23)cc1F | 2% | -10% | -3%
The results go on:
SMILES | GLP-1R inv ag | PTHR1 ag | GLP1R cytotox
COc1ccc(C(=O)N2CC(=O)Nc3ccc(F)cc3C2c2ccc(F)cc2)c(OC)c1 (centres undefined) | -4% | -16% | -13%
CCc1nn2c(=O)cc(COC(=O)c3ccccc3)nc2s1 | 12% | -4% | 6%
COc1ccc(C(=O)NCC(c2ccc3c(c2)OCO3)N2CCOCC2)cc1OC (centres undefined) | 9% | i | 5%
CN(C)C(=O)c1c(NC(=O)c2ccccc2F)sc2c1CCCC2 | 1% | i | 1%
O=C(c1ccc(Nc2nc3ccccc3n3nnnc23)cc1)N1CCN(c2ccc(F)cc2)CC1 | 14% | 21% | 6%
COc1ccc2oc(=O)c(C(=O)Nc3ccc(C(=O)O)cc3)cc2c1 | 11% | -16% | 16%
Cc1ccc(-c2nnc3ccccc3c2C(=O)Nc2ccc(F)cc2)cc1 | 19% | -95%[inhibitor] | 0%
CCc1ccc(S(=O)(=O)c2nnn3c2nc(N(C)Cc2ccccc2)c2cc(Cl)ccc23)cc1 | 19% | i | 5%
O=c1c2cccnc2n(Cc2ccccc2F)c(=O)n1Cc1ccccc1Cl | 15% | -7% | -3%
COCCCNC(=O)c1c(NC(=O)Cc2coc3cc(C)cc(C)c23)sc2c1CCCC2 | -28% | 14% | -15%
CCc1ccccc1NC(=O)Cn1nc(-c2cc(C)ccc2C)c2c(c1=O)CCCC2 | 1% | i | -2%
COC(=O)CCN(C(=O)C1CCN(S(=O)(=O)c2c(C)noc2/C=C/c2ccccc2F)CC1)c1ccccc1 | 5% | -9% | 9%
COc1ccc(CNc2nc3c(c(=O)n(C)c(=O)n3C)n2Cc2ccccc2Cl)cc1 | 19% | -22% | 5%
COc1ccccc1CNC(=O)c1ccc2c(c1)nc(C)n2-c1ccccc1OC | 8% | 0% | -11%
CCCN1C(=O)c2[nH]nc(-c3ccc(F)cc3)c2C1c1ccccn1 (centres undefined) | 2% | 6% | -12%
COc1ccc(N2CCN(C(=O)C(C)n3c(=O)cc(C(F)(F)F)c4c(C)nn(C)c43)CC2)cc1 (centres undefined) | 14% | -10% | 11%
COc1ccc(C2C=C(c3ccccc3)Nc3nc(NC(C)=O)nn32)cc1 (centres undefined) | 2% | i | ·
Cc1ccc(C)c(N2CCN(C(=O)Cn3nc(C)c4sc5ccccc5c4c3=O)CC2)c1 | -4% | i | 7%
CCN(CC)CCOC(=O)c1ccc(Nc2c3c(nc4ccccc24)CCC3)cc1 | ? | i | ?
Clc1ccccc1CSc1nncn2c1cc1occc12 | -23% | -15% | -8%
Cc1ccc(NC(=O)c2sc3nc(-c4cccs4)ccc3c2N)cc1F | -13% | -24% | 57%[activator]
Cc1c(Cl)cccc1NC(=O)CSc1nc(=O)n(Cc2ccco2)c2c1CCC2 | ? | -37% | 2%
Cc1cc(C)c2oc(C(=O)Nc3sc4c(c3C(=O)NCc3ccco3)CCC4)cc(=O)c2c1 | 2% | i | 3%
FC(F)(F)c1cccc(N2CCN(c3nc4ccccc4n4cnnc34)CC2)c1 | -2% | -27% | -6%
CCOC(=O)c1c(C)oc2ncnc(N3CCN(c4ccccc4)CC3)c12 | -21% | -41%[inhibitor] | -4%
The results go on:
SMILES | GLP-1R inv ag | PTHR1 ag | GLP1R cytotox
COc1ccccc1N1CCN(c2ncnc3c2cnn3-c2ccc(C)cc2)CC1 | 3% | -2% | -12%
CCOC(=O)CSc1nc2sc3c(c2c(=O)n1Cc1ccccc1)CCC(C(C)(C)C)C3 (centres undefined) | 13% | -3% | -5%
Cc1ccc(-c2c3c(=O)n(C)c(=O)n(C)c3c3c(C)nc4ccccc4n23)cc1 | -9% | i | 0%
COc1ccccc1/C=C/c1nc(C#N)c(NCC(C)C)o1 | ? | i | 176%[activator]
COc1ccc(NC(=O)CSc2c(C(C)C)cnc3c2c(=O)n(C)c(=O)n3C)c(OC)c1 | 35%[activator] | -9% | -7%
N#Cc1ccccc1Cn1c(=O)n(-c2ccccc2)c(=O)c2c3c(sc21)CCC3 | -3% | -5% | 2%
Cc1ccccc1NC(=O)c1nc(-c2ccncc2)no1 | -5% | i | 5%
CCc1ccccc1N1CC(c2nc3ccccc3n2CCCCOc2ccccc2)CC1=O (centres undefined) | -1% | -6% | 7%
CN(C)c1ccc(CNC(=O)C2CCCN(S(=O)(=O)c3ccc4c(ccn4C)c3)C2)cc1 (centres undefined) | ? | -48%[inhibitor] | -5%
COc1ccc(Nc2ncnc3scc(-c4ccc(F)cc4)c23)cc1 | 4% | -29% | 6%
O=C(Nc1ccc2nc(SCC(=O)N3CCOCC3)sc2c1)c1cccc(F)c1 | 10% | -19% | 4%
Cc1cccc(CC(=O)N2CC(=O)Nc3ccc(F)cc3C2c2ccccc2)c1 (centres undefined) | -10% | i | 4%
COc1ccc(-c2noc(COc3ccc(Br)cc3C)n2)cc1OC | ? | i | -2%
Cc1[nH]c2ccccc2c1C(c1ccccc1)c1ccc(Cl)s1 (centres undefined) | 10µM* | -97%[inhibitor] | -13%
CCc1ccc(S(=O)(=O)c2nnn3c2nc(Nc2cc(OC)ccc2OC)c2sccc23)cc1 | 1% | 12% | 1%
COc1cc(NC(=O)Cn2nc3c(cc2=O)CC(C)CC3)cc(OC)c1OC (centres undefined) | 1% | -4% | 2%
COc1ccc(CNC(=O)C2CCN(C(=O)N3CCOc4ccc(Cl)cc43)CC2)cc1 | -24% | 1% | 5%
COc1cccc(CNC(=O)c2ccc(CSc3nc4ccncc4n3Cc3cccc(C)c3)cc2)c1 | ? | -11% | 2%
CCOC(=O)c1ccccc1NC(=O)N1CCC(CN2CCCCC2)CC1 | 6% | i | 3%
CCC12CN3CC(C)(CN(C1)C3c1ccc(O)cc1O)C2=O (centres undefined) | 11% | 14% | -3%
CC(C)OCCCN1C(=O)c2[nH]nc(-c3ccccc3O)c2C1c1ccccc1F (centres undefined) | ? | -12% | -6%
CCCn1cc(S(=O)(=O)c2ccc(CC)cc2)c(=O)c2cc(F)c(N3CCN(C)CC3)cc21 | 10% | 15% | -11%
CCC1CN(C(=O)Nc2cc(Cl)c(OC)cc2OC)c2ccccc2O1 (centres undefined) | 3% | i | 6%
Cc1ccc(-n2ncc(C(=O)Nc3ccc4c(c3)OCO4)c2C2CCN(C(=O)OC(C)(C)C)CC2)cc1 | ? | i | -16%
O=C(C1COc2ccccc2O1)N(Cc1cccnc1)c1nc2c(Cl)cccc2s1 (centres undefined) | -30% | i | -10%
CCC(=O)N1CCc2cc(S(=O)(=O)NCCC(=O)NCc3ccc(C)cc3)ccc21 | 29% | -5% | -6%
Cc1ccc(NC(=O)CN2CCN(C3CCCCC3)C(=O)C2=O)cc1C | -1% | i | 6%
Cc1ccc(OCC(=O)Nc2ccc(OCc3cc(=O)n4cccc(C)c4n3)cc2)cc1C | 1% | -17% | 5%
CCc1ccc(NC(=O)CC2C(=O)N(c3cccc(C)c3)C(=O)N2Cc2cccc(OC)c2)cc1 (centres undefined) | ? | i | -10%
Cc1ccc(COc2ccc3oc(-c4ccccc4)c(C(=O)O)c3c2)cc1 | -19% | -43%[inhibitor] | -5%

Rewritten with tabs: two of the compounds above.
compound	GLP-1R inv ag	PTHR1 ag	GLP1R cytotox
CCOC(=O)c1ccccc1NC(=O)N1CCC(CN2CCCCC2)CC1	6%	i	3%
CCC12CN3CC(C)(CN(C1)C3c1ccc(O)cc1O)C2=O (centres undefined)	11%	14%	-3%

Molecules listed so far that have a Cl atom (13):
SMILES | GLP-1R inv ag | PTHR1 ag | GLP1R cytotox
Cc1ccc2nc(-c3ccc(O)cc3)c(Nc3ccc(Cl)cc3)n2c1 | ? | -24% | -4%
O=C(Cn1cc(SCc2c(F)cccc2Cl)c2ccccc21)N1CCCCC1 | -4% | i | -6%
O=C(COc1ccccc1Cl)Nc1nc(-c2ccc(F)cc2)ns1 | -1% | -27% | 1%
Clc1ccc(CCNC(c2nnc(-c3ccccc3)o2)c2ccccc2Cl)cc1 (centres undefined) | ? | -70%[inhibitor] | 1%
CCc1ccc(S(=O)(=O)c2nnn3c2nc(N(C)Cc2ccccc2)c2cc(Cl)ccc23)cc1 | 19% | i | 5%
O=c1c2cccnc2n(Cc2ccccc2F)c(=O)n1Cc1ccccc1Cl | 15% | -7% | -3%
COc1ccc(CNc2nc3c(c(=O)n(C)c(=O)n3C)n2Cc2ccccc2Cl)cc1 | 19% | -22% | 5%
Clc1ccccc1CSc1nncn2c1cc1occc12 | -23% | -15% | -8%
Cc1c(Cl)cccc1NC(=O)CSc1nc(=O)n(Cc2ccco2)c2c1CCC2 | ? | -37% | 2%
Cc1[nH]c2ccccc2c1C(c1ccccc1)c1ccc(Cl)s1 (centres undefined) | 10µM* | -97%[inhibitor] | -13%
COc1ccc(CNC(=O)C2CCN(C(=O)N3CCOc4ccc(Cl)cc43)CC2)cc1 | -24% | 1% | 5%
CCC1CN(C(=O)Nc2cc(Cl)c(OC)cc2OC)c2ccccc2O1 (centres undefined) | 3% | i | 6%
O=C(C1COc2ccccc2O1)N(Cc1cccnc1)c1nc2c(Cl)cccc2s1 (centres undefined) | -30% | i | -10%

Bioassay records: PubChem, National Center for Advancing Translational Sciences (NCATS)
